Screening results deposited in PubChem BioAssay by The Scripps Research Institute Molecular Screening Center.
IDE cell activ – activators of human insulin-degrading enzyme in cells; P14735; HEK cells, FAbeta-B cleavage, fluorescence polarization; 0% vehicle, 100% cell-free pure enzyme wells; activation, % at 5.96 µM; actives 0.073% (n = 340,000); AID 493087;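 active = activation above the mean of all tested compounds plus 3 SD, set per screening campaign, cut at about 17% in these data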
Target sequence (P14735 whole entry, looked up): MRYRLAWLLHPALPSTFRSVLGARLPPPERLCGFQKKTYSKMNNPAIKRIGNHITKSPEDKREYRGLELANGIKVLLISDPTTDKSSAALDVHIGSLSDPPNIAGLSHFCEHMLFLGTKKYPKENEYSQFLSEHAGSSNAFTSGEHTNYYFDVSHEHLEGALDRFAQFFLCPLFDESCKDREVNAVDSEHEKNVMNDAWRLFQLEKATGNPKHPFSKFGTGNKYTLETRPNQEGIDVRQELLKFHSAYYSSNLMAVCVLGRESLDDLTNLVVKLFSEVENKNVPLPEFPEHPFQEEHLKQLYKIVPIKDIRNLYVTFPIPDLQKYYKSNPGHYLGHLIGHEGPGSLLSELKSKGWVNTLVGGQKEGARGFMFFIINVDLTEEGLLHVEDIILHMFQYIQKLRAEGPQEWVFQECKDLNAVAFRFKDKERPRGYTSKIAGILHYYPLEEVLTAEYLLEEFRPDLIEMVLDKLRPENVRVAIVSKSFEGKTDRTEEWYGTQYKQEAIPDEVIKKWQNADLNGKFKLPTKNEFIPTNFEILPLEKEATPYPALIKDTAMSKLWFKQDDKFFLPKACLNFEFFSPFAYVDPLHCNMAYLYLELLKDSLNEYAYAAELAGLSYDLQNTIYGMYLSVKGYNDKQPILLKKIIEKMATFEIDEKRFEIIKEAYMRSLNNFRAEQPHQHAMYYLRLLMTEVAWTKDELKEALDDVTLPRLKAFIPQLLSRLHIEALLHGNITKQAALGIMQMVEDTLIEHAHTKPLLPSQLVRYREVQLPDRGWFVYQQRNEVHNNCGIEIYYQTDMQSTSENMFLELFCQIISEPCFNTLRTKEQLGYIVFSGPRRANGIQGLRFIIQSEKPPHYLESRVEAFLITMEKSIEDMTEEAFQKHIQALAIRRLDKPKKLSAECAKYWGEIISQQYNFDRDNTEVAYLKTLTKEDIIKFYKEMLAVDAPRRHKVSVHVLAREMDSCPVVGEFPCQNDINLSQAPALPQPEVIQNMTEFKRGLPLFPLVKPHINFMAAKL
IDE inh – cellular human IDE inhibition; HEK cells, FAbetaB cleavage, fluorescence polarization; inhibition, % at 5.59 µM; actives 0.41% (n = 320,000); AID 434962;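 active = percent inhibition above the average of all tested compounds plus 3 SD, set per screening campaign, cut at about 16% in these data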;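 also: IDE supplied by intact live HEK cells; FP after avidin binding of uncleaved biotin substrate so inhibition keeps polarization high; 0% = DMSO wells and 100% = 60 µM reference IDE inhibitor Ii1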
The depositor's hits bear a star; & = joins results of further samples. These rows are one share of the data, so the mix of outcomes need not match the whole.

SMILES | IDE cell activ | IDE inh
CCOc1ccccc1OCC(=O)Nc1ccc(OC)c(S(=O)(=O)N2CCCCC2)c1 | 2 | 0
Cn1nc(C(=O)NNC(=O)C(CCC(N)=O)NS(=O)(=O)c2ccc(Cl)cc2)c2ccccc2c1=O (stereo not given) | -1 | -5
CC(NC(=O)c1ccco1)C(=O)N1CCN(S(=O)(=O)c2ccccc2C#N)CC1 (stereo not given) | -1 | -4
Cc1ccc(C(=O)NNC(=O)C(C)Oc2ccc3ccccc3c2)o1 (stereo not given) | 3 | -1
COC(=O)[C@@H]1[C@H](CCc2ccccc2)NC(=O)N(Cc2ccccc2)[C@@H]1C | 6 | 0
CCC(=O)c1cn([C@@H](CCC(OC)OC)CC(=O)OC(C)(C)C)cc1CC | 0 | 1
CC(C)[C@H](N)C(=O)OCCOCn1cnc2c(=O)[nH]c(N)nc21 | 5&-4 | 3&-3
Cc1ccnc(NC(=O)c2cccc(S(=O)(=O)NCc3ccccc3)c2)c1 | 3 | 5
NS(=O)(=O)c1cccc(NC(=O)COC(=O)CN2C(=O)c3ccccc3C2=O)c1 | 1 | -6
O=C(COC(=O)c1cccc([N+](=O)[O-])c1)Nc1ncc(Br)s1 | 2 | -2
CC(Sc1nnc(-c2ccco2)o1)C(=O)Nc1ccc(OC(F)F)cc1 (stereo not given) | -2 | 3
O=C(NCC(c1ccco1)N1CCCC1)c1cccc(S(=O)(=O)N2CCOCC2)c1 (stereo not given) | 5 | 0
CCc1noc(C)c1C(=O)NNC(=O)COc1ccc(C)c(C)c1 | 5 | -6
COc1ccc(-c2ccc3oc(-c4ccsc4)cc3c2)cc1 | 1 | -2
CC(=O)c1ccc(-c2ccc(C(=O)NCC(c3ccco3)N(C)C)o2)cc1 (stereo not given) | 3 | 3
Cc1noc(C)c1CSCC(=O)Nc1nc2ccc(S(C)(=O)=O)cc2s1 | 9 | 11
O=C(NCC(=O)N1CC=C(c2ccccc2)CC1)c1ccc(OC(F)F)cc1 | -15 | 18*
COc1ccccc1OCC(=O)N1CCC2(CC1)CC(=O)c1ccccc1O2 | 1 | 1
O=C(COC(=O)c1cc(S(=O)(=O)N2CCOCC2)ccc1Cl)NCCc1ccccc1 | -2 | 5
C=C1CCN([C@@H](CC(C)C)C(=O)NCCCc2ccccc2)S(=O)(=O)c2ccccc21 | 5 | 5
COc1ccc(CCNC(=O)COC(=O)c2ccc(C)s2)cc1OC | 3 | -1
Cc1cc(OCC(=O)NCC(c2ccc(F)cc2)N2CCOCC2)ccc1Cl (stereo not given) | 4 | -1
Cc1ccc(C(=O)c2c3ccccc3[n+]([O-])n2[C@@H](C)C(N)=O)cc1 | 3 | 3
C[C@H](CO)N1C[C@H](C)[C@@H](CN(C)C)Oc2c(NC(=O)CCCCCC(=O)Nc3ccccc3N)cccc2C1=O | -1 | 5
Cc1ccc(C(=O)NNC(=O)c2ccccc2)cc1S(=O)(=O)N1CCCCC1 | -2 | 0
COc1ccc(/C=C2\CCCCC2=O)cc1 | -9 | 5
CS(=O)(=O)c1ccc(Cl)c(NC(=O)c2cccc(N3C(=O)CCC3=O)c2)c1 | -4 | 5
CN(Cc1ccccc1)C(=O)c1[nH]cnc1C(=O)NCCCCCNC(=O)OC(C)(C)C | -4 | 1
O=C(Nc1cccc(S(=O)(=O)N2CCCCCC2)c1)C1CCN(C(=O)c2ccc(Cl)cc2)CC1 | 2 | 1
CC(=O)N(CC(C)C(=O)O)c1c(I)cc(I)c(N)c1I (stereo not given) | 9 | 1
O=C(COC(=O)CCNS(=O)(=O)c1ccccc1)Nc1ccc(OC(F)F)cc1 | -3 | 2
N#Cc1ccsc1NC(=O)COC(=O)CCS(=O)(=O)c1ccccc1 | 4 | 6
COC(=O)c1ccc(CNC(=O)COC(=O)c2cccs2)cc1 | 2 | 2
COC(=O)C1=C(C)N(Cc2ccccc2)C(=NCCc2cccnc2)N[C@H]1c1ccc(Br)cc1 | 12 | 2
COc1ccc(-c2ccc3nnc(SCC(=O)NCC4CCCO4)n3n2)cc1 (stereo not given) | -1 | -1
O=C(COc1ccccc1)OCC(=O)N1CCCc2ccccc21 | 2 | 8
CC(C)c1cccc(-c2ccc3c(c2)S(=O)(=O)c2cccc(C(=O)NCc4ccccc4)c2C3=O)c1 | -3 | -4
OC(c1ccccc1)c1ccncc1 (stereo not given) | -1 | 4
Cc1ccc(OCCNC(=O)CNC(=O)c2ccc3c(c2)OCO3)cc1 | -1 | 3
CC(OC(=O)c1ccccc1NCCO)C(=O)Nc1ccc(S(=O)(=O)N2CCOCC2)cc1 (stereo not given) | 4 | 2
Cc1ccc(SCC(=O)Nc2oc(C)c3c(C)n[nH]c(=O)c23)cc1C | 0 | 0
CC(C)(C)OC(=O)C[C@@H]1C/C=C\C[C@@H](CC(=O)N[C@@H](CO)Cc2ccccc2)C(=O)N2CCC[C@H]2COC1=O | 8 | 3
CC1CC(C)CN(S(=O)(=O)c2cc3c4c(c2)CCN4C(=O)CC3)C1 (stereo not given) | 5 | 2
Cn1cccc1C(=O)NC1CCCCCC1 | 2 | 1
O=C(COC(=O)c1ccccc1OC(F)F)Nc1ccc(N2CCCCC2)cc1 | 1 | -2
COc1ccc2nc(SCC(=O)Nc3ccc4[nH]c(=O)[nH]c4c3)[nH]c2c1 | 0 | -2
CN(C)CCCNC(=O)c1ccc(-c2cc(O)c3ncccc3c2)cc1 | 2 | -1
NC(=O)c1cc(NC(=O)COC(=O)CCCN2C(=O)c3cccc4cccc(c34)C2=O)cc(C(N)=O)c1 | 6 | 4
CC(C)CC1Nc2ncnc(N3CCN(c4ccccc4)CC3)c2N(Cc2ccc(Br)cc2)C1=O (stereo not given) | 0 | -3
CCC1CCc2sc(C(=O)NCC(c3ccc(OC)cc3)N3CCCC3)cc2C1 (stereo not given) | 8 | -3
Cc1ccc(CNC(=O)[C@]2(C)CCC[C@@]3(C)C4CC[C@@]5(C)C[C@]4(CCC32)CC5=O)cc1 (stereo not given in full) | 0 | 0
CCC(C)(C)C1CCc2[nH]nc(C(=O)NC(C)C)c2C1 (stereo not given) | -1 | -3
S=C1NCCC12C(=S)Nc1ccccc12 (stereo not given) | 2 | 2
COc1cccc(/C=C/C(=O)OCC(=O)NCCCc2ccccc2)c1OC | 1 | 1
CC(C)(C)OC(=O)C[C@H]1C/C=C\C[C@H](CC(=O)N(CCO)Cc2ccccc2)C(=O)N[C@@H](Cc2ccccc2)COC1=O | -1 | 1
COc1cc(C(=O)NCc2ccc(S(N)(=O)=O)cc2)ccc1OCC(=O)N1CCOCC1 | 6 | 3
C#CCOCCOCCOCCNc1nc(N2CCN(C(=O)CCCCCCCCCCNC(=O)[C@H](CCC(=O)O)n3cc(CCCCCN)nn3)CC2)nc(N2CCN(C(=O)CCCCCCCCCCNC(=O)[C@@H]([C@H](C)O)n3cc(C)nn3)CC2)n1 | 4 | 5
O=C(COc1ccccc1F)NNC(=O)Cc1ccc(S(=O)(=O)N2CCOCC2)s1 | -3 | 1
CCC(=O)c1ccc(OCC(=O)OCC(=O)Nc2ccc(C)c(S(=O)(=O)N3CCCCC3)c2)cc1 | 2 | -1
O=C(c1cc(-c2ccncc2)nc2ccccc12)N1CCN(Cc2ccccc2)CC1 | -1 | -4

The list goes on.
SMILES | IDE cell activ | IDE inh
Cc1ccc(S(=O)(=O)N2CCCCC2)cc1NC(=O)C1CC(=O)N(c2ccc3c(c2)OCCO3)C1 (stereo not given) | 1 | 7
O=C(COC(=O)/C=C/c1cccc(Br)c1)NCCc1ccccc1 | 2 | 11
CC(C)CN(C(=O)CCNC(=O)c1ccccc1Cl)C1CCS(=O)(=O)C1 (stereo not given) | 4 | -1
Cc1ccc(C)c(C(=O)COC(=O)c2cc([N+](=O)[O-])ccc2N2CCOCC2)c1 | 4 | -3
CC(Sc1nnc(-c2cccnc2)o1)C(=O)NC1CCCCC1 (stereo not given) | 4 | 1
CCCCN1C(N)=NC[C@@H]1c1ccccc1 | 3 | 3
Cc1ccc(NC(=O)COC(=O)CCc2c(C)nc3nc(N)nn3c2C)cc1C | 5 | 1
O=C(CSc1nncs1)NNC(=O)c1ccco1 | 5 | -2
O=[N+]([O-])c1ccc(S(=O)(=O)NCC(c2cccnc2)N2CCc3ccccc32)cc1 (stereo not given) | 7 | -2
Cc1ccc(S(=O)(=O)N2CCC(C(=O)OCC(=O)N3CCCCC3C)CC2)cc1C (stereo not given) | -1 | 3
Cc1ccc(S(=O)(=O)N2CCN(C(=O)COC(=O)c3ccccn3)CC2)c(C)c1 | 2 | -2
COc1ccc(S(=O)(=O)Nc2ccc3c(c2)C(=O)N([C@H](C)CO)C[C@H](C)[C@@H](CN(C)C(=O)Nc2ccc(C(F)(F)F)cc2)O3)cc1 | 0 | 3
COc1ccc(NC(=O)CN(C)CC(=O)NC2CCC(C)CC2)cc1 (stereo not given) | 1 | 2
NC(=O)C1CCN(C(=O)NC2CC(=O)N(c3ccc4c(c3)OCCO4)C2)CC1 (stereo not given) | 5 | 3
Cc1c(C(=O)N(C)CCOc2ccccc2)oc2c(Cl)cccc12 | 8 | 1
Cn1c2ccccc2c(=O)c2cc(C#Cc3cccc(N)c3)ccc21 | 6 | -2
CCN(CC(=O)Nc1ccc(OC)cc1)C(=O)c1ccc(=O)n(Cc2ccccc2)n1 | 3 | 2
O=C(O)c1cccc2c1C(=O)c1ccc(N3CCCCC3)cc1S2(=O)=O | -2 | 5
Cc1ccc(N2CC(NC(=O)C(=O)c3c[nH]c4ccccc34)CC2=O)cc1C (stereo not given) | 3 | -4
COc1ccc(N2CCN(C(=O)COC(=O)c3ccccc3OCc3ccc(F)cc3)CC2)cc1 | -6 | 4

A different layout for 14 compounds above.
Every second line gives: IDE cell activ | IDE inh
Cc1ccc(S(=O)(=O)N2CCCCC2)cc1NC(=O)C1CC(=O)N(c2ccc3c(c2)OCCO3)C1 (stereo not given)
  1 | 7
O=C(COC(=O)/C=C/c1cccc(Br)c1)NCCc1ccccc1
  2 | 11
CC(C)CN(C(=O)CCNC(=O)c1ccccc1Cl)C1CCS(=O)(=O)C1 (stereo not given)
  4 | -1
Cc1ccc(C)c(C(=O)COC(=O)c2cc([N+](=O)[O-])ccc2N2CCOCC2)c1
  4 | -3
CC(Sc1nnc(-c2cccnc2)o1)C(=O)NC1CCCCC1 (stereo not given)
  4 | 1
CCCCN1C(N)=NC[C@@H]1c1ccccc1
  3 | 3
Cc1ccc(NC(=O)COC(=O)CCc2c(C)nc3nc(N)nn3c2C)cc1C
  5 | 1
O=C(CSc1nncs1)NNC(=O)c1ccco1
  5 | -2
O=[N+]([O-])c1ccc(S(=O)(=O)NCC(c2cccnc2)N2CCc3ccccc32)cc1 (stereo not given)
  7 | -2
Cc1ccc(S(=O)(=O)N2CCC(C(=O)OCC(=O)N3CCCCC3C)CC2)cc1C (stereo not given)
  -1 | 3
Cc1ccc(S(=O)(=O)N2CCN(C(=O)COC(=O)c3ccccn3)CC2)c(C)c1
  2 | -2
COc1ccc(S(=O)(=O)Nc2ccc3c(c2)C(=O)N([C@H](C)CO)C[C@H](C)[C@@H](CN(C)C(=O)Nc2ccc(C(F)(F)F)cc2)O3)cc1
  0 | 3
COc1ccc(NC(=O)CN(C)CC(=O)NC2CCC(C)CC2)cc1 (stereo not given)
  1 | 2
NC(=O)C1CCN(C(=O)NC2CC(=O)N(c3ccc4c(c3)OCCO4)C2)CC1 (stereo not given)
  5 | 3

(continued)
SMILES | IDE cell activ | IDE inh
Cc1c(Cl)cccc1-n1cnc(=O)c2ccccc21 | -2 | 2
CCCNC(=O)c1onc(CSc2ccc(Cl)cc2)c1C(=O)NC(C)C | 1 | 6
COc1ccc(S(=O)(=O)NCC(c2cccs2)N2CCc3ccccc3C2)cc1 (stereo not given) | 6 | -4
COc1ccc(S(=O)(=O)N(C)C[C@H]2Oc3ccc(NS(=O)(=O)c4cccs4)cc3CC(=O)N([C@H](C)CO)C[C@H]2C)cc1 | 0 | 7
CC1(c2ccccc2)NC(=O)N(NC(=O)COC(=O)c2cc(Br)ccc2O)C1=O (stereo not given) | -1 | 0
COc1ccc(NC(=O)C2=CC=CN3CCS(=O)(=O)N=C23)c(OC)c1 | 6 | -2
CN(CC(=O)Nc1ccc(Cl)c(C(F)(F)F)c1)C(=O)c1ccc2c(c1)OCCO2 | 0 | 2
O=C(COC(=O)c1ccco1)Nc1cc(S(=O)(=O)N2CCOCC2)ccc1Cl | 1 | 0
CCN(C[C@H]1N[C@@](C)(C(=O)OC)[C@H]2C(=O)N(Cc3ccccc3)C(=O)[C@@H]12)C(=O)C1CCCCC1 | 1 | 3
Cc1nnc(SCC(=O)N2CCN(c3cccc(Cl)c3)CC2)n1C1CC1 | -1 | -2
COc1ccccc1N1CCN(C(=O)c2cccc(S(=O)(=O)N3CCCCCC3)c2)CC1 | 1 | -5
O=C(Cn1nc(C(=O)O)c2ccccc2c1=O)Nc1cccc(S(=O)(=O)N2CCCCC2)c1 | 6 | -1
Cc1c(C(C)CCCO)oc(=O)c2c1Oc1c(C)c(C(C)C[C@@H](C)O)oc(=O)c1C2 (stereo not given in full) | 2 | 1
CS(=O)(=O)c1cccc(C(=O)OCC(=O)Nc2ccc3c(c2)OCO3)c1 | 3 | 9
CCOC(=O)c1ccccc1NC(=O)COC(=O)CSc1ccccc1 | 4 | 1
Cc1ccc(S(=O)(=O)CCC(=O)Nc2nnc(-c3cccs3)o2)cc1 | 3 | -1
COc1ccccc1/C=C/C(=O)OCC(=O)N1c2ccccc2CC1C (stereo not given) | 1 | -1
CC(C)(C)C(=O)CSc1ccc(S(=O)(=O)N2CCCC2)cn1 | 3 | -3
COc1cccc(CNC(=O)C(=O)NCCC2CCCCN2S(=O)(=O)c2cccs2)c1 (stereo not given) | -1 | 0
CSCC[C@H](NC(=O)c1ccc(OCC2CCCO2)cc1)c1nc2ccccc2[nH]1 (stereo not given in full) | 3 | 2
O=C(COC(=O)Cc1ccsc1)Nc1ccc(Br)cc1F | 6 | 7
CCCCN(C(=O)COC(=O)c1ccc(C)s1)c1c(N)n(CCC)c(=O)[nH]c1=O | -2 | 0
